zfTRPN1 agonist: activates the zebrafish TRPN1 channel; hit rate 0.18% among 220,000; activation, % at 3 µM; HEK293 zebrafish TRPN1-YFP, Fluo-8 calcium fluorescence; 100% = response to 87 µM carbachol;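 active means activation above its plate's cutoff, the mean activation of test wells on that plate plus 3 SD, cut at about 19% in these data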;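 further: 0% = DMSO alone and 100% = 87 µM carbachol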
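Material – zebrafish TRPN1-YFP in HEK293 cells · Doses – 3 µM single point · Schedule – dye 1 h 37 °C plus 30 min RT · Signal – Fluo-8 calcium fluorescence, excitation 470-495 nm, emission 515-575 nm · Read-out – % activation versus carbachol response · Control set – carbachol high, DMSO low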
NPY2 pot ag: human NPY-Y2 potentiation or agonism, primary screen; P49146; cells expressing NPY-Y2, potentiator/agonist read-out; activation, % at 3.6 µM; hit rate 0.45% among 220,000; AID 1359; in the data active means activation above about 27%;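 further: cells stimulated with NPY near EC25 plus isoproterenol at EC100; 0% = vehicle plus submaximal agonist and 100% = vehicle plus saturating agonist; some results beyond the cut were filed as inactive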
NPY-Y1 antag: antagonists of human neuropeptide Y receptor Y1; HEK293-CNG Y1 cells, membrane potential fluorescence; NPY at EC95, then isoproterenol; P25929; hit rate 1% among 200,000; inhibition, % at 3.6 µM;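 active means inhibition above the campaign mean inhibition of all tested compounds plus 3 SD, cut at about 20% in these data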;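 further: 0% = DMSO wells given NPY plus isoproterenol and 100% = isoproterenol alone without NPY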
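Material: HEK293 Y1/CNG channel cell line | Also added: NPY (25 nM), isoproterenol (1 µM), Ro 20-1724 (25 µM) | Compound: One concentration, 3.6 µM, in 0.4% DMSO | Schedule: 3 h dye uptake, 1 h room-temperature compound, 45 min post-isoproterenol | Signal: Membrane-potential fluorescent dye readout | Read-out: % inhibition of NPY effect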
TRPML3 agonist: human mucolipin-3 channel agonism. Q8TDD5. HEK293 TRPML3-YFP, Fluo-8 calcium fluorescence; 100% = the carbachol control signal. activation, % at 3 µM. hit rate 0.29% among 220,000;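 active means activation above its plate's cutoff, the mean activation of the plate's test wells plus 3 SD, cut at about 12% in these data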;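 further: 0% = DMSO only wells and 100% = carbachol wells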
Target sequence (Q8TDD5 whole entry, looked up): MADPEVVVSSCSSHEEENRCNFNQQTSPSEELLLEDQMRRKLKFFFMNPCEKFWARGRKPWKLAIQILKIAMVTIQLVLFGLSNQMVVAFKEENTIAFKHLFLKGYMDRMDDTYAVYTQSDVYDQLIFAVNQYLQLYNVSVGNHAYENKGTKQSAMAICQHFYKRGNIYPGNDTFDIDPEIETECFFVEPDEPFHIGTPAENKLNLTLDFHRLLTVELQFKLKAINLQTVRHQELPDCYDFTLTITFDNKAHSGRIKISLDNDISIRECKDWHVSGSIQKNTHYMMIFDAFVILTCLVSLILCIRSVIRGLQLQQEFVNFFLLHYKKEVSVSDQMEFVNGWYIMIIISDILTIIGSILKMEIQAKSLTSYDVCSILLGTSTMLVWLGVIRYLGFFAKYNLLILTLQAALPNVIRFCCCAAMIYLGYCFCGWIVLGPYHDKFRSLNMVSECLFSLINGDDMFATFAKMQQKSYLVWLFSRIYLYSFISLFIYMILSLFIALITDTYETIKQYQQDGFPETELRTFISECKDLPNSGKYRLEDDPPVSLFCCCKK
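system = HEK293 cells stably carrying human TRPML3-YFP | doses = one concentration, 3 µM nominal, 0.3% DMSO | timing = dye loading 1 h 37 °C then 30 min ambient, 125 s read | detection = Fluo-8 calcium dye fluorescence, ex 470-495, em 515-575 nm | benchmarks = high control carbachol 87 µM, low control DMSO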
NPY-Y1 PAM-ag: human NPY-Y1 potentiation or agonism, primary screen; P25929; NPY-Y1 expressing cells, potentiator/agonist activation; activation, % at 3.6 µM; hit rate 0.37% among 220,000; AID 1304; in the data active means activation above about 33%, passing the limit was not always enough;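 further: cells stimulated with NPY at EC10 then isoproterenol at EC100; 0% = low agonist plus stimulus and 100% = saturating agonist plus stimulus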
CHOP inh: inhibitors of CHOP induction in ER stress response; CHO-K1 CHOP-promoter luciferase, tunicamycin-induced, 15-18 h; inhibition, % at 10 µM; hit rate 3.8% among 220,000; AID 2732;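 active means compounds that reduced the stress-induced luciferase reporter signal by more than about 70% of percent inhibition, limit read from the data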;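 further: 0% = tunicamycin plus vehicle and 100% = wells without tunicamycin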
S1P4 antag: antagonists of human S1P4 receptor | O95977 | S1P4-expressing cells, antagonist mode, reporter read-out | inhibition, % at 4.98 µM | hit rate 0.26% among 220,000 | AID 1510; in the data active means inhibition above about 29%;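 further: 0% = wells stimulated with agonist and 100% = vehicle wells without agonist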
Target sequence (O95977 whole entry, looked up): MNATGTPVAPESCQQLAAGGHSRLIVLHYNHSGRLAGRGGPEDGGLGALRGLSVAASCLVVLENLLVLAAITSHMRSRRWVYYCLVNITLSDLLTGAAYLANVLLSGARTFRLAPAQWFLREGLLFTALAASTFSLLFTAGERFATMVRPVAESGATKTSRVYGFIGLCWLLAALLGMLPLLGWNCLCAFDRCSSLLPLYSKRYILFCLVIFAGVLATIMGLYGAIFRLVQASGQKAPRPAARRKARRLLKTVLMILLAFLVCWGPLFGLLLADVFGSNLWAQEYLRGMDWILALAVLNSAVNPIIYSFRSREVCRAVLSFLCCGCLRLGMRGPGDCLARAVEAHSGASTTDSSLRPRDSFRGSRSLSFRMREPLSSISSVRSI
EP2 modulator: EP2 receptor (human) modulation; P43116; EP2-expressing cells, cAMP HTRF FRET, PGE2 co-stimulation; induction, % at 25 µM; hit rate 0.83% among 260,000;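 active means compounds whose cAMP rise, as percent of the full-agonist control response, exceeds 60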;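 further: rat C6 glioma line stably carrying human EP2 under a CMV promoter; the protocol text gives 20 µM as final concentration; 100% = response of wells given 1 µM PGE2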
S1P4 ag: human S1P4 receptor agonism; O95977; S1P4-expressing cell line, agonist reporter assay; activation, % at 4.98 µM; hit rate 0.35% among 220,000; AID 1509; in the data active means activation above about 11%;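 further: 0% = DMSO vehicle and 100% = reference agonist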
Active calls of the source: *; nt = not tested or not shown; & = joins results of further samples.

1) CC(C)n1c(=S)[nH]c2cc(Cl)ccc21
2) COc1ccc(-c2cc(=O)oc3cc(OC(=O)C4CCCCC4)c(Cl)cc23)cc1
3) c1ccc(CSc2nnc3ccc(-c4cccs4)nn23)nc1
4) COc1ccc(N2CCN(C(=O)c3ccc(CNc4c(N5CCOCC5)c(=O)c4=O)cc3)CC2)cc1
5) COc1ccccc1Nc1nnc(SCC2CCCCO2)s1 (stereo not drawn)
6) CC(=O)N1CCc2cc(C(=O)CN3CCCN(Cc4ccc(F)cc4)C3)ccc21
7) O=C(Nc1ccc2c(c1)OCO2)c1ccc[n+]([O-])c1
8) Cc1ccc(NC(=O)CSC2=NN3CCCC(=O)N=C3S2)c(C)c1
compound no.	1	2	3	4	5	6	7	8
zfTRPN1 agonist	0.3	-0.8	-0.9	0.8	0.5	-0.2	1.4	0.5
NPY2 pot ag	-1	4	2	-6	-10	-16	-15	-16
NPY-Y1 antag	nt	3	-7	2	-2	8	3	1
TRPML3 agonist	0.2	0.2	-1.0	1.0	-1.0	0.3	0.2	-0.1
NPY-Y1 PAM-ag	-4	-13	24	-2	1	-23	13	16
CHOP inh	-3	58	-2	nt	1	17	-16	23
S1P4 antag	-5	-14	3	-1	-1	-3	-8	7
EP2 modulator	48	27	10	nt	-48	-30	18	19
S1P4 ag	-2.0	0.7	1.3	-2.5	-2.4	-1.9	0.1	-1.3

Entries from the list above that contain two or more sulfur atoms (three):
3) c1ccc(CSc2nnc3ccc(-c4cccs4)nn23)nc1
5) COc1ccccc1Nc1nnc(SCC2CCCCO2)s1 (stereo not drawn)
8) Cc1ccc(NC(=O)CSC2=NN3CCCC(=O)N=C3S2)c(C)c1
compound no.	3	5	8
zfTRPN1 agonist	-0.9	0.5	0.5
NPY2 pot ag	2	-10	-16
NPY-Y1 antag	-7	-2	1
TRPML3 agonist	-1.0	-1.0	-0.1
NPY-Y1 PAM-ag	24	1	16
CHOP inh	-2	1	23
S1P4 antag	3	-1	7
EP2 modulator	10	-48	19
S1P4 ag	1.3	-2.4	-1.3

Next section.
9) Nc1c(N2CCOCC2)cc(Cl)c2nonc12
10) Cc1c(Cl)cccc1N1CC(C(=O)Nc2nccs2)CC1=O (stereo not drawn)
11) COc1cc(/C(C)=N/N2CCOCC2)cc(OC)c1OC
12) Cc1oncc1C(=S)Nc1ccccc1
13) COc1ccc(C(=O)/C=C/NCc2ccc(F)cc2)cc1OC
14) Cc1ccc(NC(=O)CC(C(=O)O)c2ccccc2)cc1 (stereo not drawn)
15) CC(=O)Nc1sc(C)c(C)c1C(=O)OC(C)C
16) Cc1cc(C)c(/C=C(\C#N)C(N)=S)c(C)c1
compound no.	9	10	11	12	13	14	15	16
zfTRPN1 agonist	-0.5	1.4	-0.6	-0.8	1.6	-0.3	-1.2	0.3
NPY2 pot ag	-10	4	-3	20	0	-6	4	11
NPY-Y1 antag	-8	1	0	-6	nt	0	4	4
TRPML3 agonist	-0.5	0.9	0.4	0.4	0.6	1.1	0.7	-0.4
NPY-Y1 PAM-ag	-4	20	-10	25	-7	-14	-4	-5
CHOP inh	-16	41	3	-4	14	48	5	29
S1P4 antag	4	-5	-4	-6	-6	-11	-14	-1
EP2 modulator	-9	-27	1	-3	-41	-14	0	6
S1P4 ag	-1.2	0.7	-0.1	-2.4	-0.8	-0.4	1.0	0.9

17) CNc1nc(Oc2ccccc2C(=O)OC)nc(SC)n1
18) COCCn1cnnc1SCC(=O)Nc1cc(OC)c([N+](=O)[O-])cc1C
19) O=C(CSc1nnc(COc2cccc3ccccc23)o1)N1c2ccccc2CCc2ccccc21
20) COc1ccccc1CNC(=O)CN1CCN(S(=O)(=O)c2cccs2)CC1
21) COc1ccc(Nc2nnc(SC(C(=O)Nc3cc(C)ccc3C)c3ccccc3)s2)cc1 (stereo not drawn)
22) CC(C)Nc1nc(NC(C)C)nc(C(N)=O)n1
23) COc1cc2[nH]c(=O)n(CCC(=O)NC3CCN(Cc4ccccc4)CC3)c(=O)c2cc1OC
24) CCN(CC)S(=O)(=O)c1ccc(N=Nc2c(N)[nH]c(=O)[nH]c2=O)cc1
compound no.	17	18	19	20	21	22	23	24
zfTRPN1 agonist	-0.3	-1.0	2.1	1.7	1.3	1.9	2.5	1.2
NPY2 pot ag	13	-1	-7	5	5	-10	-2	9
NPY-Y1 antag	0	-4	-2	-1	-7	-1	-2	nt
TRPML3 agonist	0.5	0.8	0.4	-0.3	0.1	0.8	1.2	0.7
NPY-Y1 PAM-ag	1	9	-5	-16	5	8	-1	16
CHOP inh	2	-11	28	4	41	23	24	9
S1P4 antag	-10	19	4	-18	-27	4	-25	-5
EP2 modulator	-1	-5	15	13	54	17&5	17	18
S1P4 ag	-2.2	-1.4	-1.9	1.1	-1.2	0.8	0.1	1.3

25) N#C/C(=C\c1cccc(Oc2ccc(C(F)(F)F)cc2[N+](=O)[O-])c1)c1nc2ccccc2[nH]1
26) CCCC(C)NC(=O)COC(=O)c1cccc(NS(C)(=O)=O)c1 (stereo not drawn)
27) COC(=O)Nc1cccn(Cc2c(Cl)cccc2Cl)c1=O
28) COc1ccc(C(c2nnnn2Cc2cccs2)N2CCN(c3ccc(F)cc3)CC2)cc1OC (stereo not drawn)
29) COc1cc(C2CC(=O)c3cnc(NC(C)=O)nc3C2)cc(OC)c1OC (stereo not drawn)
30) O=C(CCc1ccccc1)Nc1nnc(-c2ccc3c(c2)OCCO3)o1
31) COC(=O)c1ccccc1NC(=S)NC(=O)c1ccccc1F
32) Cc1cc(-n2c(SCC(=O)NCc3cccs3)nc3n[nH]c(C)c3c2=N)ccc1Cl
compound no.	25	26	27	28	29	30	31	32
zfTRPN1 agonist	0.7	-0.2	1.9	1.8	0.5	-0.4	-0.2	0.0
NPY2 pot ag	-18	-7	15	10	10	-10	5	-12
NPY-Y1 antag	-1	nt	5	9	1	5	2	12
TRPML3 agonist	0.3	0.0	-1.2	-0.5	-0.3	1.1	-0.1	-0.2
NPY-Y1 PAM-ag	-23	2	6	5	13	-25	-9	8
CHOP inh	28	16	18	23	30	3	-5	81*
S1P4 antag	0	0	-17	3	-3	-6	-23	-1
EP2 modulator	-8	5	1	-7&-30	12	-31	9	-21
S1P4 ag	-2.0	-1.1	1.7	1.1	-0.6	-0.3	2.6	0.2

33) Cc1nnc(SCc2ccccn2)n(N)c1=O
34) CCn1nc(CC(=O)Nc2ccc(-n3cnnn3)c(C)c2)c2ccccc2c1=O
35) Cc1cc2c(cc1C)NC1=C(N2)OC(c2cccc(O)c2)C1=O (stereo not drawn)
36) Nn1c(Cc2cccc3ccccc23)nnc1SCn1nnc2ccccc2c1=O
37) CCCS(=O)(=O)N1CCC(C(=O)NCCN2CCCC2)CC1
38) C=CCC(NC(C)c1ccccc1)c1ccco1 (stereo not drawn)
39) COCCCn1c(=O)cc(C)[nH]c1=S
40) CCCn1c(N)c(NCCN2CCOCC2)c(=O)[nH]c1=O
compound no.	33	34	35	36	37	38	39	40
zfTRPN1 agonist	0.4	1.4	-0.6	-0.3	-0.2	-0.7	0.5	-0.8
NPY2 pot ag	-4	-14	-10	7	4	-3	4	4
NPY-Y1 antag	0	2	nt	-2	-1	-5	nt	7
TRPML3 agonist	0.4	-0.3	0.1	0.3	0.5	0.4	1.0	0.1
NPY-Y1 PAM-ag	-12	4	-21	5	24	13	10	4
CHOP inh	3	20	6	-6	3	-15	18	-14
S1P4 antag	9	1	-11	11	-11	-2	-4	-19
EP2 modulator	4	44	-11	6	16	22	-17	-21
S1P4 ag	-0.6	0.2	0.3	-0.3	-2.9	-4.0	2.2	0.9

41) Cn1nnc(NC(=S)NC(=O)c2cc3ccccc3o2)n1
42) C=CCNC(=S)N/N=C(\C)c1ccccn1
43) CCc1nc(N2CCN(C(C)=O)CC2)c(C#N)c2c1COC(C)(C)C2
44) Cc1ccc(/C=C(\NC(=O)c2ccc(C)cc2)c2nc(=S)[nH][nH]2)cc1
45) CCC(CC)C(=O)c1c[nH]c(C(=O)NCC2CCCO2)c1 (stereo not drawn)
46) O=C(NCc1ccco1)C1CCCN1C(=O)Nc1ccc(Cl)cc1 (stereo not drawn)
47) COc1cccc2cc(C(=O)CC3(O)C(=O)N(Cc4ccccc4)c4ccccc43)c(=O)oc12 (stereo not drawn)
48) COCCn1nnnc1C(c1ccc(Cl)cc1)N1CCSCC1 (stereo not drawn)
49) COC(=O)C(Cc1ccccc1)NC(=O)CSc1nc(N)cc(=O)[nH]1 (stereo not drawn)
50) Fc1cccc(Nc2ncnc3sc4c(c23)CCC4)c1
51) CCN(CC)S(=O)(=O)c1cccc(C(=O)N[C@H](C(=O)OCC(=O)NC(=O)NC)C(C)C)c1
compound no.	41	42	43	44	45	46	47	48	49	50	51
zfTRPN1 agonist	2.3	0.4	2.0	-1.0	1.4	-0.3	0.1	-1.1	1.0	-2.0	0.7
NPY2 pot ag	-8	-7	2	13	-1	10	3	-14	4	-24	6
NPY-Y1 antag	nt	2	nt	0	7	2	4	7	1	18	-6
TRPML3 agonist	0.7	1.3	0.3	0.1	0.6	0.6	0.3	-0.3	0.8	-0.7	0.3
NPY-Y1 PAM-ag	15	-11	-11	33	-13	17	2	3	-1	-23	5
CHOP inh	-29	40	4	110*	7	9	13	6	-10	45	10
S1P4 antag	-15	16	2	13	5	-26	9	-14	3	-7	-11
EP2 modulator	0	0	-2	32	15	18	-21	4	6	11	21
S1P4 ag	-0.3	-4.8	0.5	2.0	-1.1	2.5	0.1	-1.4	1.2	1.0	1.0

Not a hit list; overall some 6.5% were active at least once.
